Screening data deposited in PubChem BioAssay by several laboratories.
CHRM4 PAM: potentiates acetylcholine response at human M4 receptor; activation, % at 3 µM; 0.4% of 360,000 active; CHO-K1 hM4/Gqi5, Fluo-8 calcium fluorescence, ACh EC20; 0% = ACh EC20, 100% = maximal ACh; AID 624126;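 active = activation above its plate's cutoff, the mean activation of sample wells plus 3 SD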; also: some results filed as inactive read as strong as hits
Target sequence (P08173 whole entry, looked up): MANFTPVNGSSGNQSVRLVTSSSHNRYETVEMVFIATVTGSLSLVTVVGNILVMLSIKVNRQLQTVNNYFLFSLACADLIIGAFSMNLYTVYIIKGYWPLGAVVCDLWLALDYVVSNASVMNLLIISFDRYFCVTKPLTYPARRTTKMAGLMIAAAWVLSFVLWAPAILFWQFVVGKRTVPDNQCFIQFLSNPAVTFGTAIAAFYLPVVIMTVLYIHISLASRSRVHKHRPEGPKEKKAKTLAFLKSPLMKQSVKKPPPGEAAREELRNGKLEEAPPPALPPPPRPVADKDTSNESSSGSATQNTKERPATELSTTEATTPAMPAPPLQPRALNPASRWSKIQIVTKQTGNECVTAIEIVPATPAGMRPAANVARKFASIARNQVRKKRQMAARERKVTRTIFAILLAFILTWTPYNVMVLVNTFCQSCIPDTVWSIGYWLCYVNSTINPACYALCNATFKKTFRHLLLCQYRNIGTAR
GalR3 antagonist: blocks the human galanin receptor 3; O60755; HEK293 GalR3-CNG cAMP membrane potential fluorescence; galR3 body fused to GalR1 C-terminus; inhibition, % at 3 µM; 0.44% of 360,000 active; AID 651719;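 active = inhibition above the screen-wide average plus 3 SD, cut at about 13% in these data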;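 also: forskolin and galanin both at EC90 stimulate the cells; cAMP rise reported by CNG channel membrane potential dye signal; 0% = forskolin plus galanin with DMSO and 100% = forskolin alone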
Target sequence (O60755 1-299 limits assumed): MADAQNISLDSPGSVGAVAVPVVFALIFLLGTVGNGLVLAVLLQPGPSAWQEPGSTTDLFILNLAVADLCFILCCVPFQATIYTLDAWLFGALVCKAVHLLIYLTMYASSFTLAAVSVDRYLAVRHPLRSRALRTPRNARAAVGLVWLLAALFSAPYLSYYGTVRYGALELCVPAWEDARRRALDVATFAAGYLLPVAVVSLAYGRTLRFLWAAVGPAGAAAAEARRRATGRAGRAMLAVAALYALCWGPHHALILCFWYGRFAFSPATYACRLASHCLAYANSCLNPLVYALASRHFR
MEKK3 PB1 HTS: modulators (inhibitors or enhancers) of MEK5 binding to human MEKK3 PB1 domain. Q99759. bead-based flow cytometry, Alexa488-MEK5 binding to MEKK3; actives lie on both sides; 0 = blocked by unlabeled MEK5, 100 = vehicle. binding response (% of control), % at 10 µM. 1.4% of 290,000 active. AID 1529;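 active = binding response more than 3 SD above or below the average of its plate-row segment, actives on both sides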;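 also: Alexa488 bead fluorescence after subtracting the streptavidin-only scavenger bead signal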
PHOSPHO1 inh: inhibitors of human PHOSPHO1 phosphatase | recombinant PHOSPHO1, absorbance phosphatase assay | inhibition, % at 13.3 µM | 1.1% of 290,000 active; in the data active = inhibition above about 60%
Target sequence (Q8TCT1 whole entry, looked up): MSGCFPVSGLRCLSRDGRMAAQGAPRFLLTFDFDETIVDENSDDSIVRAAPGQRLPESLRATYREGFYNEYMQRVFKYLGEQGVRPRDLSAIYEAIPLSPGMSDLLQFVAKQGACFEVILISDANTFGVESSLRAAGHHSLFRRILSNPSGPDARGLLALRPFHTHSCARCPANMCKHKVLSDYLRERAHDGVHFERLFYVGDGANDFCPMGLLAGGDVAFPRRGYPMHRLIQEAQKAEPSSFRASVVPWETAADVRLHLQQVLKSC
IDE act: activators of human insulin-degrading enzyme in cells. activation, % at 5.96 µM. P14735. HEK cells, FAbeta-B cleavage, fluorescence polarization; 0% vehicle, 100% cell-free pure enzyme wells. 0.073% of 340,000 active. AID 493087;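 active = activation above the mean of all tested compounds plus 3 SD, set per screening campaign, cut at about 17% in these data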
IDE inh: inhibitors of human insulin-degrading enzyme in cells; P14735; HEK cells, FAbetaB cleavage, fluorescence polarization; inhibition, % at 5.59 µM; 0.41% of 320,000 active; AID 434962;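 active = percent inhibition above the average of all tested compounds plus 3 SD, set per screening campaign, cut at about 16% in these data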;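 also: IDE supplied by intact live HEK cells; FP after avidin binding of uncleaved biotin substrate so inhibition keeps polarization high; 0% = DMSO wells and 100% = 60 µM reference IDE inhibitor Ii1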
CRFR2-BP ag: CRF-BP/CRF-R2 complex agonism. HEK293 CRF-R2/CRF-BP, calcium dye fluorescence (FLIPR); percent of saturating CRF peptide response. activation, % at 13.2 µM. 0.46% of 350,000 active;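 active = activation of at least 50%, plus an integration ratio under a set limit after plate pattern correction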;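 also: plate controls were neutral control wells without compound for no effect and CRF at EC100 for full effect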
CRFBP-R2 block: CRF-BP/CRF-R2 complex antagonism; HEK293 CRF-R2/CRF-BP, CRF-induced calcium fluorescence; inhibition, % at 11.8 µM; 0.59% of 350,000 active; AID 588475;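 active = inhibition of the ligand-induced calcium signal above about 50% at the single tested concentration, limit read from the data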
pCIP destab: p/CIP protein destabilization | Q05BA5 | F442A p/CIP-EGFP cells, EGFP fluorescence, 16 h | decrease of EGFP signal, % at 10 µM | 0.01% of 290,000 active;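 active = EGFP signal decrease of at least 30% at 10 µM or well 3 SD below plate mean, unless failing retest; inactive = the rest, including hits failing retest or dose response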; also: some compounds called inactive have numbers as strong as hits; many of its hits are not listed in these tables
* marks the source's active call; other numbers are inactive results; . = no result given; & = joins results of further samples.

entry | CHRM4 PAM | GalR3 antagonist | MEKK3 PB1 HTS | PHOSPHO1 inh | IDE act | IDE inh | CRFR2-BP ag | CRFBP-R2 block | pCIP destab | Structure
1 | 4 | -3 | . | . | 3 | -6 | -1.9 | 2 | . | O=C(COC(=O)C1CCC1)c1c[nH]c2ccccc12
2 | -2 | 3 | 101 | 26 | 8 | -2 | 5.5 | 3 | -13 | Cn1cccc1C(C#N)c1ncc(C(F)(F)F)cc1Cl (centres undefined)
3 | 6 | -2 | . | . | 3 | -1 | 0.4 | 18 | . | Cc1cccnc1NC(=O)CNC(=O)c1ccccc1
4 | 3 | -6 | . | . | 4 | . | 0.3 | 1 | . | CSCCC(NC(=O)c1ccccc1Cl)C(=O)NCC(c1ccc(F)cc1)N1CCOCC1 (centres undefined)
5 | 0 | 1 | 103 | 2 | -1 | -1 | -0.4 | -6 | 2 | CC(C)COP(=O)(OCC(C)C)C(O)c1ccc(F)cc1 (centres undefined)
6 | -2 | -3 | . | . | 2 | -4 | -0.3 | -10 | . | CN(CC(=O)Nc1ccc(F)cc1)C(=O)CSc1ccc2c(c1)OCCO2
7 | 13 | -6 | 99 | 20 | 6 | 4 | -1.5 | 5 | -16 | CCC(CC)c1nnc(NC(=O)Oc2ccccc2)s1
8 | 0 | 5 | 102 | 41 | 3 | 2 | -0.8 | -8 | 23 | Cn1c(Cc2ccc(Cl)cc2)nnc1SCC(=O)NC1CC1
9 | 2 | 2 | 104 | -4 | 4 | 1 | 0.7 | -28 | 14 | CCOc1cc(N2CCOCC2)c(OCC)cc1NC(=O)COC(=O)c1ccccc1C
10 | 5 | -4 | . | . | 2 | . | 0.9 | -25 | . | O=C(C=Cc1ccco1)c1cc(Cl)ccc1O
11 | 6 | -5 | 104 | 41 | 7 | -3 | -3.4 | 29 | -10 | CC(CNC(=O)c1cccs1)c1ccc([N+](=O)[O-])cc1 (centres undefined)
12 | -5 | -3 | 104 | -7 | -5 | -1 | -0.4 | -9 | 4 | CCn1ccnc1CNC(=O)c1cc(COc2ccc(F)cc2F)on1
13 | 1 | . | 104 | 46 | 1 | 5 | 3.1 | 3 | 5 | O=S(=O)(NCCc1csc(-c2cccnc2)n1)c1ccc2c(c1)OCCO2
14 | -15 | -3 | 106 | 52 | 0 | 0 | 0.2 | 0 | 2 | O=C(c1cccnc1)c1ncc(C(F)(F)F)cc1Cl
15 | 3 | -5 | 104 | 32 | 6 | 2 | -0.6 | 29 | -10 | COc1ccc(-c2nnc(SCC(N)=O)n2N)cc1
16 | 6 | 0 | 98 | 7 | 8 | 0 | 4.0 | 13 | -8 | CN1C2CCC1CC(NC(=O)c1ccc(Cl)cc1)C2 (centres undefined)
17 | -1 | -2 | 100 | 1 | 1 | -4 | 0.3 | 5 | -3 | Cc1ccc(CC2CC(=O)N(c3ccncc3)C2=O)cc1 (centres undefined)
18 | 2&-2 | -3&-2 | . | . | -2 | -5 | 0.6 | -11 | . | CCCCCCSc1cccc(-c2nc3ccccn3c2NCc2ccccc2)c1
19 | 11 | 1 | . | . | 4 | -1 | -0.1 | -2 | . | CSCCC(N=C1NS(=O)(=O)c2ccccc21)C(=O)N1CCCC(C(N)=O)C1 (centres undefined)
20 | 2 | 3 | . | . | -1 | 3 | 1.2 | -4 | . | CCOC(=O)[C@H]1[C@H]2COc3ccc(OC)cc3[C@@H]2N2C(=O)CN(C)C(=O)[C@@]12C
21 | 1 | -10 | 99 | 52 | 4 | 1 | 0.3 | 10 | -11 | COc1ccc(C(O)c2ncc(C(F)(F)F)cc2Cl)cc1 (centres undefined)
22 | -7 | -8 | 85 | 26 | 7 | 5 | 1.6 | -37 | -14 | Cc1cccc(S(=O)(=O)N2CCC(CO)(Cc3ccccc3)CC2)c1
23 | -8 | -5 | 100 | 4 | -4 | 1 | -0.6 | 4 | -5 | Cc1nc2c3ccccc3n(Cc3ccccc3F)c2s1
24 | -5 | 3 | 100 | 16 | -3 | 4 | 0.2 | 12 | -1 | COc1ccc(C(=O)NCc2ncccc2C)cc1OC1CCN(C(C)=O)CC1
25 | -8 | -7 | 109 | 20 | 6 | 1 | -2.1 | 13 | 1 | CCOc1ccccc1C(=O)Nc1ccc(-n2nncc2C(C)(C)C)cc1
26 | 0 | 3 | 97 | -11 | 4 | 7 | -0.5 | -9 | -5 | O=S(=O)(NCC(c1cccnc1)N1CCN(c2ccccc2)CC1)c1cccs1 (centres undefined)
27 | -1 | -5 | . | . | . | . | -1.8 | 9 | . | CCn1c(C)cc(C(=O)CSc2nnc(C3CC3)n2C2CC2)c1C
28 | -1 | -8 | . | 4 | 6 | 2 | -5.5 | 24 | -2 | COc1cccc(C2=NOC(C(=O)NCc3ccco3)C2)c1 (centres undefined)
29 | 7 | -8 | 110 | 44 | 2 | -4 | -1.2 | 7 | -16 | CCO[C@H]1OC(C(N)=O)=C[C@@H](c2ccccc2)[C@@H]1CCCO
30 | -1 | -10 | . | . | 2 | 5 | 0.5 | -8 | . | O=c1cc(-c2ccc(C(F)(F)F)cc2)oc2ccccc12

Profiles, looked up by structure. Order of screens: CHRM4 PAM | GalR3 antagonist | MEKK3 PB1 HTS | PHOSPHO1 inh | IDE act | IDE inh | CRFR2-BP ag | CRFBP-R2 block | pCIP destab
CCC(CC)c1nnc(NC(=O)Oc2ccccc2)s1 as listed: 13 | -6 | 99 | 20 | 6 | 4 | -1.5 | 5 | -16
O=C(C=Cc1ccco1)c1cc(Cl)ccc1O as listed: 5 | -4 | . | . | 2 | . | 0.9 | -25 | .
CCn1ccnc1CNC(=O)c1cc(COc2ccc(F)cc2F)on1 as listed: -5 | -3 | 104 | -7 | -5 | -1 | -0.4 | -9 | 4
CN(CC(=O)Nc1ccc(F)cc1)C(=O)CSc1ccc2c(c1)OCCO2 as listed: -2 | -3 | . | . | 2 | -4 | -0.3 | -10 | .
O=C(c1cccnc1)c1ncc(C(F)(F)F)cc1Cl as listed: -15 | -3 | 106 | 52 | 0 | 0 | 0.2 | 0 | 2

The listing picks up; the 2 compounds before the break are reprinted first.
entry | CHRM4 PAM | GalR3 antagonist | MEKK3 PB1 HTS | PHOSPHO1 inh | IDE act | IDE inh | CRFR2-BP ag | CRFBP-R2 block | pCIP destab | Structure
29 | 7 | -8 | 110 | 44 | 2 | -4 | -1.2 | 7 | -16 | CCO[C@H]1OC(C(N)=O)=C[C@@H](c2ccccc2)[C@@H]1CCCO
30 | -1 | -10 | . | . | 2 | 5 | 0.5 | -8 | . | O=c1cc(-c2ccc(C(F)(F)F)cc2)oc2ccccc12
31 | 17 | -5 | 99 | 1 | 5 | -1 | -2.0 | -12 | -5 | Cc1ccc(N2CC(C(=O)NCc3cccs3)CC2=O)cc1 (centres undefined)
32 | -2 | -2 | 99 | 23 | 0 | -1 | -0.6 | -6 | -5 | CCN(CC)C(=O)CSc1nc2cccnc2n1-c1ccccc1OC
33 | -3 | -4 | 105 | -5 | 8 | 3 | 0.1 | 12 | -9 | CCCn1c(CCC(=O)O)ccc1-c1ccccc1
34 | 2 | -6 | 98 | 41 | 11 | 0 | 1.5 | 2 | -6 | CCc1ccc(CCC(=O)Nc2ccc(S(N)(=O)=O)cc2)o1
35 | 0 | -6 | 91 | 6 | 4 | -6 | -0.8 | -13 | -11 | CC1CCCCN1CC(=O)Nc1sccc1C#N (centres undefined)
36 | 4 | -2 | . | . | 2 | -4 | -0.3 | 7 | . | Cc1csc(=O)n1CC(=O)OCC(=O)c1c(N)n(C)c(=O)n(C)c1=O
37 | 4 | -2 | 102 | 32 | 0 | -3 | 0.6 | -7 | 0 | CC(C)(C)OC(=O)NNC(=O)C12CC3CC(CC(C3)C1)C2
38 | -3 | -5 | 105 | 14 | 3 | 0 | 0.1 | 5 | 9 | Cc1ccc(S(=O)(=O)NCC2CCC(C(=O)NCc3cccs3)CC2)cc1 (centres undefined)
39 | 3 | -3 | 96 | 10 | 6 | 2 | -2.0 | 27 | 13 | O=C(NCc1ccccc1OC(F)(F)F)C1CCC(=O)N(CCc2ccccn2)C1 (centres undefined)
40 | 0 | -3 | 99 | -23 | 1 | 1 | -0.1 | 33 | -15 | CN1C(=O)N2CN(C3CCCCC3)CN3C(=O)N(C)C1C23 (centres undefined)
41 | 7 | -4 | 95 | -13 | 5 | 1 | -0.2 | 13 | -5 | O=C(CC12CC3CC(C1)CC(CC(=O)N1CCCC1)(C3)C2)N1CCCC1
42 | -2 | -3 | . | . | 5 | 3 | -2.4 | -11 | . | CCOc1ccc(CCNC(=O)COC(=O)c2cc(=O)[nH]c3ccccc23)cc1OCC
43 | -1 | 1 | 101 | 13 | 2 | 2 | 0.4 | 1 | 1 | O=C(CCN1N=C(c2ccccc2)CCC1=O)NC1CCCC1
44 | -1 | -4 | 99 | 34 | 5 | -5 | 1.7 | -6 | 8 | CC(C)NC(=O)Cn1cc(S(=O)(=O)N2CCCC2)c(S(=O)(=O)N2CCCC2)c1
45 | -1 | -7 | 103 | -17 | 0 | -2 | -1.0 | 2 | 12 | CCOc1ccc(CC(=O)Nc2ccc(-c3ccc4nnc(C)n4n3)cc2)cc1
46 | 6 | -6 | 102 | . | 4 | -2 | -3.1 | -16 | . | OCCOCCn1c(C(CO)Nc2nc(-c3cccc(Br)c3)cs2)nc2ccccc21 (centres undefined)
47 | -2 | 5 | 114 | -14 | -1 | 2 | 0.0 | -1 | 4 | COCCNC(=O)c1nn(-c2cc(OC)cc(OC)c2)c(=O)c2ccccc12
48 | 3 | -2 | 95 | 29 | 0 | -2 | 0.0 | -5 | -14 | Nc1c(N(CCO)C(=O)C2CCCCC2)c(=O)[nH]c(=O)n1Cc1ccccc1
49 | 2 | -2 | 102 | 15 | -3 | 5 | -1.9 | -18 | 0 | COc1cccc(/C=N/NC(=O)c2[nH]c(C)c(C(=O)N/N=C/c3cccc(OC)c3O)c2C)c1O
50 | -32 | 12 | 97 | -3 | 12 | 7 | 330* | -398 | -294 | Cc1nn(C)c(C)c1N1C(=O)c2cccc3c(N)ccc(c23)C1=O
51 | 7 | -4 | 106 | -3 | 3 | 9 | -2.0 | 22 | -8 | CCCn1nnc(NC(=O)c2cccc(OCC)c2)n1
52 | -1 | -4 | 104 | 37 | 5 | 0 | -1.7 | -7 | -6 | O=C(CSc1nccc(=O)[nH]1)N1CCN(c2ccccc2)CC1
53 | -8 | -1 | 105 | 4 | -1 | 4 | -3.5 | 1 | 4 | COc1cccc(CN(C)CC(=O)Nc2ccccc2C(=O)Nc2ccccc2)c1OC
54 | -6 | 3 | 105 | 30 | -4 | -2 | 1.1 | 22 | -8 | O=C(Nc1ccncc1)c1ccc(NS(=O)(=O)c2ccc3[nH]c(=O)[nH]c3c2)cc1
55 | 0 | 7 | 96 | 41 | -1 | 4 | -2.5 | 6 | -10 | c1ccc(N2CCOCCOCCOCCOCCOCC2)cc1

Printed as active in CRFR2-BP ag, of those listed so far:
entry | CHRM4 PAM | GalR3 antagonist | MEKK3 PB1 HTS | PHOSPHO1 inh | IDE act | IDE inh | CRFR2-BP ag | CRFBP-R2 block | pCIP destab | Structure
50 | -32 | 12 | 97 | -3 | 12 | 7 | 330* | -398 | -294 | Cc1nn(C)c(C)c1N1C(=O)c2cccc3c(N)ccc(c23)C1=O
